Pin1 inh: blocks the human prolyl isomerase Pin1 | actives 0.009% (n = 390,000) | Pin1 FP peptide displacement, HiFluor488, 10 min | Potency, µM (top dose mostly 115 µM), inactives show at the highest dose activity, negative = inhibition, hits mostly inhibitors | Q13526; active means well fitted inhibition curve with a large enough effect in the polarisation, with a control signal flat, not every such curve was filed as active; inconclusive means small, poorly fitted or top-dose-only effect, or effect the other way, or a change in a side signal; inactive means no such curve, though single readings can be large or run the other way; the % refers to the polarisation; further: potency means the concentration at half of the fitted maximal effect; on the % scale 0 is the no-effect control and ±100 the full control effect
Target sequence (Q13526 whole entry, looked up): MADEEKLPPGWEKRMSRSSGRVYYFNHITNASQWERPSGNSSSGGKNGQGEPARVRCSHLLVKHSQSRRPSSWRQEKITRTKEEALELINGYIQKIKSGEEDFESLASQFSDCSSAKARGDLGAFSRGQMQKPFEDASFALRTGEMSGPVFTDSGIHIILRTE
PI4K2A block: PI4K2A (human) kinase inhibition; actives 0.13% (n = 420,000); activity change, negative = inhibition, % at 76.9 µM; purified PI4K2A, ADP-Glo luminescence, 1 h; hits give low values; AID 1346378; Q9BTU6; in the data active means activity change below about -50%; inconclusive means mostly about -30% to -49%;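 further: -100% = wells without enzyme as full effect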
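In this quantitative HTS, ADP production by PI4K2A was quantified luminescently after 1 h at ambient temperature; 100 microM adenosine served as plate-quality control.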
TrxR1 substrate: substrates of rat thioredoxin reductase 1; O89049; purified TrxR1 substrate turnover, NADPH consumption readout; Potency, µM (highest dose often 114 µM), for inactives: top-dose activity change, negative = substrate turnover; actives 0.01% (n = 390,000); AID 588456; further: potency means the concentration at half of the fitted maximal effect; on the % scale 0 is the no-effect control and ±100 the full control effect; nearly all actives have a fitted effect of over 50% in size
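Rat TrxR1, dispensed at 90 nM, was prereduced with 400 uM NADPH (final) for 5 min at ~22 deg C, then incubated with compound 15 min before 400 uM selenite. A first-read NADPH fluorescence drop versus no-compound background flagged substrates.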
rTrxR1 inhibitor: inhibitors of rat thioredoxin reductase 1. Potency, µM (highest dose often 114 µM), without a hit: top-dose activity change, negative = inhibition, hits mostly inhibitors. recombinant rTrxR1, NADPH fluorescence consumption, selenite substrate. O89049. actives 1% (n = 390,000); further: potency means the concentration at half of the fitted maximal effect; on the % scale 0 is the no-effect control and ±100 the full control effect; nearly all actives have a fitted effect of over 65% in size
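Rat TrxR1 (90 nM in the dispensed reagent) was pre-reduced with 400 uM NADPH for 5 min at room temperature, then incubated with compound for 15 min. After 400 uM selenite was added, NADPH fluorescence (Ex 340/Em 450 nm) was followed for 8 min.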
HP1b binding inh: HP1-beta chromodomain-methylated histone interaction inhibition. P83916. AlphaScreen HP1-beta / biotin-H3K9me3 peptide binding. Potency, µM (top dose mostly 114 µM), without a hit: top-dose activity change, negative = inhibition, hits mostly inhibitors. actives 0.56% (n = 390,000); further: potency means the concentration at half of the fitted maximal effect; nearly all actives have a fitted effect of over 70% in size; inactives centre near 23
Target sequence (P83916 whole entry, looked up): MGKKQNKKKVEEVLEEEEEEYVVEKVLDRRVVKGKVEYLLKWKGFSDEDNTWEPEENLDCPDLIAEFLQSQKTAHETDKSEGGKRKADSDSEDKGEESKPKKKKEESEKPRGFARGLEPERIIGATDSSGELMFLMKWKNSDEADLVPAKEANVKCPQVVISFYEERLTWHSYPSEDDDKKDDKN
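Compound inhibition of the preformed complex between 50 nM HP1-beta and 50 nM biotinylated H3K9me3 peptide was read by AlphaScreen. Buffer was PBS pH 7.4 with 0.01% Tween-20. Incubations ran 30 min at room temperature, with 10 ug/mL donor/acceptor beads.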
GLS inh: blocks human kidney-isoform glutaminase activity; O94925; GLS enzymatic activity, qHTS titration; Potency, µM (highest dose often 45.5 µM), inactives show at the highest dose activity change, negative = inhibition, actives largely listed as inhibitors; actives 0.21% (n = 410,000); AID 624170; further: potency means the concentration at half of the fitted maximal effect; on the % scale 0 is the no-effect control and ±100 the full control effect
Target sequence (O94925 whole entry, looked up, canonical isoform): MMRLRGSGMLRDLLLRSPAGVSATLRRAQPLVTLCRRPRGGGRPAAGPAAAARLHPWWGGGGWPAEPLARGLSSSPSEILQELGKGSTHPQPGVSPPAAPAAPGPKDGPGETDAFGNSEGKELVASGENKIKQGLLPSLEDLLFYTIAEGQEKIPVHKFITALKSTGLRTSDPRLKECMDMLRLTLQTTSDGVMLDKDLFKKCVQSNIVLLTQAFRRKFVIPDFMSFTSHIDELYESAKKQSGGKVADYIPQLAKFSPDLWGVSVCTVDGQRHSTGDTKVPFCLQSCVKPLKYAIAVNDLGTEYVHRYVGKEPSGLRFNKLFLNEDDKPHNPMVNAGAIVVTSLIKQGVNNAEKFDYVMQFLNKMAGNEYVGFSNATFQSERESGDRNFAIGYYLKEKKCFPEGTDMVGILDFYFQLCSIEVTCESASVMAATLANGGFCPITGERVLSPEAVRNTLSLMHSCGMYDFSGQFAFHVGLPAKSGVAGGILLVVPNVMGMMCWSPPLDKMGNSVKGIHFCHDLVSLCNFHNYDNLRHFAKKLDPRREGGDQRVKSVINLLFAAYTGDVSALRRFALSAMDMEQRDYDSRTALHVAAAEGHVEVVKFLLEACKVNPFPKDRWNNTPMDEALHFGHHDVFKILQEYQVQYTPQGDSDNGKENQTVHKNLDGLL
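Human kidney-isoform GLS in 45 mM KH2PO4 pH 8.2, 0.02% Tween-20, with compound, started with 1mM L-Glutamine (added stock). Glutamate oxidase/HRP/Amplex red coupled fluorescence read at start and after 30 min at RT.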
mIDH1 inhibitor: human IDH1 R132H inhibition; Potency, µM (doses to about 76.6 µM), for the others: at the highest dose activity change, negative = inhibition, most hits filed as inhibitors; O75874; actives 0.093% (n = 390,000); AID 602179; IDH1-R132H enzyme, NADPH consumption, diaphorase/resazurin fluorescence; further: potency means the concentration at half of the fitted maximal effect; on the % scale 0 is the no-effect control and ±100 the full control effect; nearly all actives have a fitted effect of over 65% in size
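IDH1-R132H (0.5 ug/mL dispensed) in pH 7.5 Tris buffer was preincubated 30 min with compound, then given a substrate mix of 0.016 mM NADPH and 2 mM alpha-KG for 80 min at room temperature; remaining NADPH was read by diaphorase/resazurin fluorescence.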
PGK inhibitor: inhibitors of T. brucei phosphoglycerate kinase; actives 0.043% (n = 380,000); Potency, µM (series often up to 57.5 µM), for inactives: at the highest dose activity change, negative = inhibition, actives largely listed as inhibitors; PGK/GAPDH coupled, Kinase-Glo luminescence, 60 min; P07378; further: potency means the concentration at half of the fitted maximal effect; on the % scale 0 is the no-effect control and ±100 the full control effect; nearly all actives have a fitted effect of over 60% in size
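Luminescent ATP detection (Kinase-Glo Plus) follows a 60-minute room-temperature incubation, with wells lacking PGK as controls. Buffer: 100 mM TEA (pH 7.6), 5 mM MgCl2, 0.01% Tween-20. Coupling enzyme GAPDH (100 nM final) supplies unstable 1,3-BPG in-well.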
USP1-UAF1 inh: blocks the human USP1/UAF1 deubiquitinase complex | O94782 | recombinant USP1/UAF1, Ub-Rhodamine cleavage fluorescence | Potency, µM (titrated, usually from 57.1 µM), without a hit: top-dose activity change, negative = inhibition, most hits filed as inhibitors | actives 0.23% (n = 390,000) | AID 743255; further: potency means the concentration at half of the fitted maximal effect; on the % scale 0 is the no-effect control and ±100 the full control effect; nearly all actives have a fitted effect of over 60% in size; inactives centre near -12
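1 nM enzyme complex + cpd, 15 min RT; start with Ub-Rho 150nM final; kinetic fluorescence ex 480/em 540, 6 reads q60 s. Buffer 50mM HEPES pH 7.8, 0.5mM EDTA, 0.1 mg/ml BSA, 1mM TCEP, 0.01% Tween-20.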
Starred values were filed as active, the others as inactive; i = inactive; ? = inconclusive; · = no result given; [ ] = remark or other dose. Unless noted, the call rests on the fitted dose curve; in most records, active means well fitted curve in the direction sought with a large enough effect; inconclusive means small, poorly fitted or top-dose-only effect, or another doubt; inactive means no such curve, though single readings can be large; an effect the other way counts as inactive or inconclusive.

SMILES	Pin1 inh	PI4K2A block	TrxR1 substrate	rTrxR1 inhibitor	HP1b binding inh	GLS inh	mIDH1 inhibitor	PGK inhibitor	USP1-UAF1 inh
CCOCCn1c(SCC(=O)OCc2ccccc2)nc2c1c(=O)[nH]c(=O)n2C	3%	-3	0%[57.1 µM]	20%[57.1 µM]	6%	-9%	9%	-4%	-18%
NC(=O)N/N=C/c1c(O)ccc2oc3c(c12)CCCC3	6%	5	0%	11%	27%	-14%	7%	-1%	-13%
CN(CC(=O)Nc1ccc(F)c(F)c1F)C(=O)C1COc2ccccc2O1 (centres undefined)	-3%	1	-7%	-2%	1%	2%	-1%	3%	-16%
CCn1c(SCc2ccccc2F)nnc1-c1ccncc1	0%	7	3%	15%	14%[57 µM]	-2%	15%	i	-14%
Cc1cccc(C(=O)N2CCc3cc(CNC(=O)COc4ccc(Cl)cc4)ccc32)c1	?	0	0%[57.1 µM]	19%[57.1 µM]	26%	-8%	-13%	-1%	-4%
O=c1[nH][nH]c(C(F)(F)F)c1C=NCc1cccc(Cl)c1	-3%	-3	-3%	0%	42%[activator]	-6%	2%	2%	-21%
Cc1ccc(S(=O)(=O)c2cn(CC(=O)Nc3ccccc3)c3cc4c(cc3c2=O)OCO4)cc1	8%	-1	0%	-3%	16%	4%	-7%	3%	-5%
Nc1cc(C(=O)O)ccc1N1CCCCCC1	1%	-2	7%[57.1 µM]	-6%	14%	?	0%	·	0%
O=S(=O)(NCCc1ccccc1)c1ccccc1Br	-3%	·	-13%	105%[activator]	30%	·	·	·	·
CC(=O)Nc1ccc(OC(=O)c2cccs2)cc1	1%	-2	-1%	12%	12%	1%	8%	-3%	-2%
O=C(COc1ccccc1C(=O)NCc1ccncc1)Nc1ccc(Br)cc1	2%	4	4%[57.1 µM]	7%[57.1 µM]	26%	22%	-6%	-5%	-15%
COc1ccc(NC(=O)CSc2nnnn2C2CCCC2)cc1	2%	-4	-1%	6%	62%[activator]	1%	9%	i	-21%
COc1ccc(C(=O)c2cnc3cc4c(cc3c2C)OCO4)cc1	0%	-7	-3%	-1%	16%	5%	2%	3%	-1%
CC1CC(C)(C)CC2(C1)NC(=S)N(c1ccccc1)N2 (centres undefined)	-3%	-10	-8%	4%[57.1 µM]	40%[activator]	12%	-1%	-6%	-17%
N=c1oc2ccccc2cc1C(=O)Nc1ccc(F)cc1	0%	-3	6%	3%	40%	-10%	5%	-4%	-20%
COc1cc(/C=N/NC(=O)CNc2n[nH]c(=O)[nH]c2=O)ccc1OCc1ccccc1	0%	0	4%	3%	18%	1%	1%	-2%	-17%
CCN(CCCNC(=O)c1cc(Nc2ccccc2OC)nc2ccccc12)c1cccc(C)c1	12%	3	6%	11%	63%[activator]	36%[activator]	0%	-7%	-12%
COc1ccc(OC)c(C(C(=O)NC2CCCCC2)N(Cc2ccco2)C(=O)c2ccccn2)c1 (centres undefined)	·	2	6%	15%	-21%	2%	-7%	-2%	-9%
CNC(=O)c1cc2c(s1)CCCCCC2	-2%	3	7%	12%	34%	4%	3%	i	-15%
N#C/C(=C/c1ccc(-c2ccccc2[N+](=O)[O-])o1)C(=O)NCCN1CCCCC1	-2%	16	0%	10%	-36%	0%	-5%	2%	-23%
CCn1c(=O)n(-c2ccc3c(c2)OCO3)c2nc(-c3cccc(OC)c3OC)nc(C(N)=O)c21	2%	-7	6%	27%	37%	-1%	-6%	i	-21%
Cn1c(=O)c(=O)n(C)c2cc([N+](=O)[O-])c([N+](=O)[O-])cc21	1%	2	-2%[57.1 µM]	-22%[57.1 µM]	6%	-3%	3%	-3%	-7%
Cc1[nH]n(-c2ccccc2)c(=O)c1/C=N/NC(=O)c1cccc([N+](=O)[O-])c1	-2%	4	-4%	-7%	36%	49%[activator]	4%	9%	-12%
S=c1[nH]nc(C2CCCCC2)n1/N=C/c1cccs1	-2%	2	-8%	-17%	-21%	-16%	3%	-9%	-15%
Cc1ccc(CNC(=O)c2ccc(N3CCCC3)c(NC(=O)Nc3ccc(C)cc3)c2)cc1	-12%	-1	7%[57.1 µM]	16%[57.1 µM]	24%	-10%	-4%	i	-21%
COc1ccc(C2=NOC3(CC(=O)N(c4ccc(C)cc4)C3=O)C2)c(OC)c1 (centres undefined)	-13%	-6	-3%	2%	-10%	-4%	-5%	-3%	1%
C=C(C)Cn1c(SCC(=O)c2ccc(Br)cc2)nc2sc3c(c2c1=O)CCCC3	0%	7	4%	2%	47%[activator]	-8%	6%	-1%	-16%
COc1ccccc1-c1sc2cc3c(cc2c1-c1ccc(O)cc1)OCO3	3%	-2	11%[57.1 µM]	12%[57.1 µM]	5%	3%	4%	-1%	-17%
CN(C)c1ccc(C(=O)NCc2ccc3c(c2)CCO3)cc1	-5%	0	2%[57.1 µM]	18%[57.1 µM]	-9%	1%	18%	-3%	-6%
COc1ccc(C)cc1NC(=O)c1cc(S(=O)(=O)NC2CCCCCC2)ccc1F	17%	-15	-3%[57.1 µM]	6%[57.1 µM]	20%	-2%	-14%	i	-18%
O=C(C1CC1)N1CCN=C1SCc1ccccc1	-3%	3	3%	12%	42%[activator]	-4%	3%	0%	-13%
Cc1ccc2c(CC(=O)Nc3ccc(F)c(S(=O)(=O)N4CCOCC4)c3)coc2c1	3%	-2	3%	35%	25%	2%	1%	-7%	?
COc1cc(C2C(C(=O)c3ccc(C)o3)=C(O)C(=O)N2Cc2ccccc2)ccc1O (centres undefined)	-2%	3	-10%[57.1 µM]	-11%[57.1 µM]	-11%	2%	-9%	-6%	-5%
Cn1c(OCc2cccnc2)nc2c1c(=O)n(Cc1ccccc1)c(=O)n2C	2%	-6	-2%[57.1 µM]	14%[57.1 µM]	57%[activator]	?	8%	i	-14%
COc1ccc(NC(=O)COC(C)=O)cc1Cl	-1%	-1	-5%	-13%	4%	10%	1%	-2%	-12%
O=C(CC1NC(=S)NC1=O)c1ccc(Cl)cc1 (centres undefined)	3%	-1	13%	-2%	17%	-6%	8%	-2%	-19%
NC(=S)NNC(=O)/C(=C/c1ccc(Br)cc1)NC(=O)c1ccccc1	2%	-3	-8%	-27%	60%[activator]	14%	10%	i	-16%
Nc1c(-c2ccccc2)cnn1-c1ccc(C(=O)O)cc1	-9%	-8	3%	40%[activator]	37%	4%	15%	-9%	?
Cc1ccc(SCCC(=O)N/N=C/c2ccncc2)cc1	1%	3	8%	20%	3%	1%	-2%	-9%	?
Cc1ccc(NC(=O)C2CCCN(S(=O)(=O)c3cnc[nH]3)C2)c(Br)c1 (centres undefined)	0%	2	3%	21%	-2%	10%	-9%	1%	-7%
O=C(Nc1cccc(O)c1)c1cc2nc(-c3ccc(Br)cc3)cc(C(F)(F)F)n2n1	-2%	-1	-6%	-6%	16%	-1%	-5%	i	11%
CCN(Cc1ccccc1)C(c1cc2cc(C)cc(C)c2[nH]c1=O)c1nnnn1CCOC (centres undefined)	0%	-7	5%[57.1 µM]	-5%[57.1 µM]	14%	0%	1%	-1%	-6%
CCOC(=O)c1[nH]c(C)c(C(=O)Nc2ccc3c(c2)CCC3)c1C	4%	7	13%[57.1 µM]	-3%[0.457 µM]	21%	3%	-5%	11%	7%
C=CCn1c(SCc2ccc(Cl)c(Cl)c2)nnc1C(CO)NC(=O)c1ccc(OC)cc1 (centres undefined)	-5%	2	-5%	9%	3%	4%	0%	-3%	-5%
CCCCNC(=O)Nc1cc(C(=O)OC)ccc1Cl	1%	2	1%	11%	38%[activator]	-4%	3%	-6%	-4%
COC(=O)c1c(C)[nH]c(C(=O)OCc2csc(CC(=O)Nc3ccccc3C)n2)c1C	7%	-3	7%[57.1 µM]	22%[57.1 µM]	21%	-8%	2%	7%	-15%
C=C(C)COc1ccc(-c2ncncc2-c2ccccc2)c(O)c1	-8%	4	-5%	15%	44%[activator]	7%	-9%	-4%	-25%
CN(C)c1nc(N(C)C)nc(N2CC(=O)N(c3ccccc3)C2=N)n1	-3%	3	6%	18%	55%[activator]	-10%	18%	-8%	-18%
COCCN(CC(=O)Nc1cccc(C)c1C)C(=O)c1cc2ccccc2cc1OC	-5%	-7	2%	2%	25%	9%	0%	-3%	0%
Cc1cc2c(c3oc(=O)c4ccccc4c13)CN(Cc1ccc(F)cc1)CO2	-4%	-18	10%	48%[activator]	22%	20%	0%	-4%	13%
CS(=O)(=O)Nc1nc2n(n1)C(c1ccccc1)CC(c1ccccc1)N2 (centres undefined)	0%	-1	6%	12%	12%	2%	0%	i	-18%

Assay outcomes: PubChem BioAssay, National Center for Advancing Translational Sciences (NCATS)

A portion of the library, so the mix of outcomes need not match the whole.
